From PubChem
MOR-DOR inv ag: inverse agonists of MOR-DOR heterodimerization, primary screen, cell-based, luminescence | Mu-type opioid receptor (Homo sapiens) + Delta-type opioid receptor (Homo sapiens), … | cell-based MOR-DOR heterodimer luminescence, inverse agonism | inhibition, % at 9.3 µM | actives 0.21% (n = 340,000) | AID 504357, 2011; in the data active means inhibition above about 22%, passing the limit was not always enough;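 further: 0% = cells with DMSO and 100% = wells without cells with DMSO; values of inactives mirror those of a sister screen read the other way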
PfHsp90 set2: growth inhibition of PfHsp90-expressing yeast, primary screen, antimalarial PfHsp90 inhibitor project, S. cerevisiae, BacTiter-Glo luminescence, single point, set 2 | BacTiter-Glo ATP, 48 h; yeast lacking PDR1 and PDR3 efflux regulators | inhibition, % at 9.4 µM | actives 0.32% (n = 310,000) | AID 504621, 2011;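 active means every replicate shows inhibition above about 80%, whatever the replicate mean, limit read from the data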;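 further: 0% = DMSO neutral controls and 100% = 20 µM radicicol positive controls; yeast relying on Plasmodium falciparum Hsp90 in place of its own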
PKA-R1A activ: activators of PKA-R1A holoenzyme, primary screen, biochemical, fluorescence polarization, Cy5-IP20, bovine R1A, mouse PKAc; cAMP-dependent protein kinase type I-alpha regulatory subunit (Bos taurus) + …; PKA-R1A dissociation; scaled: DMSO 0%, 113 µM cGMP 100%; activation, % at 11.4 µM; actives 0.083% (n = 340,000);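 active means percent activation above the mean of all tested compounds plus 3 SD, cut at about 19% in these data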;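 further: higher means more PKAc released from R1A so a rise in polarization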
Arrestin-AP2 inh: inhibitors of beta-arrestin/AP2 binding, primary screen, biochemical, GPCR trafficking, flow cytometry. AID 504490, 2011. beta-arrestin 1 C-terminal peptide binding to AP2 beta2-adaptin appendage (human). FITC-arrestin peptide / GST-AP2 beads; AP2 beta2 appendage carries R879A mutation. inhibition, % at 10 µM. actives 0.31% (n = 340,000);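 active means inhibition above a set limit, near 3 SD of compounds lacking own fluorescence, cut at about 54% in these data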;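 further: plate controls were DMSO wells for no effect and 5 µM unlabelled arrestin peptide for full effect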
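System: GST-AP2 R879A glutathione beads. Medium: PBS with 0.05% Tween 20 and 0.1% BSA. Also added: FITC-arrestin peptide, 50 nM. Incubation: 12 min plus 1 h, RT. Measured by: high-throughput flow cytometry of beads, ex 488, em 535 nm. Evaluation: percent drop in bead-associated FITC signal.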
MOR-DOR ag: agonists of OPRM1-OPRD1 heterodimerization, primary screen, cell-based, luminescence; cells; actives 0.3% (n = 340,000); activation, % at 9.3 µM; in the data active means activation above about 18%;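 further: 0% = vehicle-treated cells and 100% = reference agonist; values of inactives mirror those of a sister screen read the other way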
Pemphigus Ab inh: inhibitors of pemphigus antibody binding to DSG3, primary screen, biochemical, bead-based, flow cytometry, scFv-GFP. AID 588358, 2011. binding (percent of control), % at 10 µM. DSG3-coupled beads, scFv-anti-DSG3-GFP binding; active compounds read low. actives 0.48% (n = 310,000);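 active means binding more than 3 SD below its plate's average and above zero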;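 further: hits lower antibody fragment binding to DSG3; some compounds called inactive have numbers as strong as hits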
Target sequence (P32926 whole entry, looked up, the tested form may be a part): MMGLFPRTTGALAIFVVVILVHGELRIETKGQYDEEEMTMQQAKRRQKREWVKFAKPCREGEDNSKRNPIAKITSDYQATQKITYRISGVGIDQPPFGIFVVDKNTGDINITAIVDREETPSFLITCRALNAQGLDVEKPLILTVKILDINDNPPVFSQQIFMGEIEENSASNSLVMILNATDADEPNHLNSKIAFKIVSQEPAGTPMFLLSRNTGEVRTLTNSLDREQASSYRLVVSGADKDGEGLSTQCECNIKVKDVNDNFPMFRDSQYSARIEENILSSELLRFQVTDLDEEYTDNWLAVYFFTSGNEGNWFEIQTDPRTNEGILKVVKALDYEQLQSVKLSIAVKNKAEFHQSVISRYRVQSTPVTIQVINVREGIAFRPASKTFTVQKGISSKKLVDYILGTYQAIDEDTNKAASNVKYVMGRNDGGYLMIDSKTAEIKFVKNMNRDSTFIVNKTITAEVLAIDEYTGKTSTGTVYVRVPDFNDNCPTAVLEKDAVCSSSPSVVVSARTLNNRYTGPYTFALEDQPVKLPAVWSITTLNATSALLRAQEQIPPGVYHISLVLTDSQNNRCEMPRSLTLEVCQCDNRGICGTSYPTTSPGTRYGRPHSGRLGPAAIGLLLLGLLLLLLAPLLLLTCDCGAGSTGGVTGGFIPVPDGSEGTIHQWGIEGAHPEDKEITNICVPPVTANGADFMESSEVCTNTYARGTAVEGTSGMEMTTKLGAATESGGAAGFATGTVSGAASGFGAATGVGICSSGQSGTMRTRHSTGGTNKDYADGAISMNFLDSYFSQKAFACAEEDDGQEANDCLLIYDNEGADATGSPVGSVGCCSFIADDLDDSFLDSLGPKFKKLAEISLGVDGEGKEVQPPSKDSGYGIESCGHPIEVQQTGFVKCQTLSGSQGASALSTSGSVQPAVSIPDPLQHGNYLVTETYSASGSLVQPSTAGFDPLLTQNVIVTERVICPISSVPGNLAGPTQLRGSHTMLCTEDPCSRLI
phage Ecoli inh: growth loss of phage-infected E. coli, primary screen, RecBCD inhibitor project, absorbance, with phage, HTS; actives 0.26% (n = 360,000); AID 651602, 2012; inhibition, % at 11.9 µM; in the data active means inhibition above about 11%
Tat export inh: E. coli Tat export inhibitors, primary screen, MC4100, TorA-mCherry reporter, fluorescence, single point; inhibition, % at 10 µM; actives 0.036% (n = 340,000); AID 488895, 2010;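 active means mean replicate inhibition at least 50% and at least half of replicates individually reaching 50%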;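 further: exported cargo escapes ClpAP degradation while cytoplasmic cargo is degraded and loses fluorescence; 0% = median of neutral control wells and 100% = median of NaSCN control wells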
AddAB inh: growth inhibition of E. coli expressing H. pylori AddAB, primary screen, AddAB inhibitor project, absorbance; AID 435030, 2010; actives 0.29% (n = 330,000); inhibition, % at 11.9 µM; in the data active means inhibition above about 12%;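 further: 0% = vehicle wells of infected cells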
Ecoli viability: E. coli V3065 growth inhibition, primary screen, counter-screen for AddAB inhibitor project, absorbance, OD600; 18 h; inhibition, % at 11.9 µM; actives 0.27% (n = 330,000); AID 449728, 2010;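 active means inhibition above the campaign's mean inhibition across all tested compounds plus 3 SD, cut at about 9.9% in these data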;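 further: uninfected addAB+ strain grown without phage in ampicillin broth; 0% = DMSO wells and 100% = ciprofloxacin 0.95 µg/ml wells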
Mot1-301 SUMO: yeast Mot1-301 growth rescue at high temperature, primary screen, SUMOylation pathway inhibitor project, S. cerevisiae, ATP luminescence, 38.5C. S. cerevisiae Mot1-301 growth rescue; percent above DMSO median, 100 means doubled. actives 1% (n = 320,000). growth rescue, % at 18.8 µM;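 active means every valid replicate shows activation above 250% relative to neutral control wells; inactive means the rest, any valid replicate at or below 250%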;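 further: OY570 slx delta 5 strain wells were the positive control but not used for scaling; some compounds called inactive have numbers as strong as hits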
Numbers without * were called inactive; x = no result given; & = joins results of further samples; ! = repeats disagree.

Values in the order: MOR-DOR inv ag	PfHsp90 set2	PKA-R1A activ	Arrestin-AP2 inh	MOR-DOR ag	Pemphigus Ab inh	phage Ecoli inh	Tat export inh	AddAB inh	Ecoli viability	Mot1-301 SUMO
> Cn1c(-c2ccc(Br)cc2)cnc1NCc1ccc(C#N)cc1
 : 14	-1	0	37	-3.1	97	0.9	-2	-3.4	-0.9	11
> COCCn1cnc2c1c(=O)n(CC(=O)O)c(=O)n2Cc1ccccc1
 : 19	5	4	-7	-4.1	95	3.3	4	1.6	-0.2	79
> CCCCOc1ccc(C(=O)NCc2ccccn2)cc1
 : 20	-15	-2	-7	-3.6	108	-0.3	-5	1.9	1.8	-21
> Cc1cc(C)c(C#N)c(SCCS(=O)(=O)c2ccc(Cl)cc2)n1
 : 10	7	-10	30	-2.0	88	-3.6	8	2.2	-2.9	6
> Nc1nc(N)nc(-c2cccc(Cl)c2Cl)n1
 : 24	-10	-5	0	-5.2	99	2.3	11	-3.2	0.2	-1
> O=C(COC(=O)Cc1ccc(F)cc1)NC(=O)c1ccccc1
 : 11	10	1	-2	-1.7	105	4.5	9	2.5	0.0	-1
> Nc1nonc1-n1nnc(C(=O)N/N=C/c2cccc(Cl)c2)c1CSc1ccc(Cl)cc1
 : -7	-3	4	-10	1.4	114	2.6	-4	-1.1	1.2	-12
> O=C(c1ccco1)N1CCN(c2nc(C3CC3)nc3c2nnn3Cc2ccccc2Cl)CC1
 : -3	-14	-8	30	0.6	107	0.7	12	2.6	-2.1	-10
> COCCCN(C(=O)c1cc(Cl)nc2ccccc12)c1c(N)n(Cc2ccccc2)c(=O)[nH]c1=O
 : 20	x	-5	30	-3.8	98	2.2	-7	x	x	x
> COc1ccc(C(=O)N=c2sc3ccccc3n2C)cc1OC
 : 8	-13	-8	0	-1.4	101	1.8	-7	0.0	0.0	10
> CCNc1ccc(C(=O)OCC)cc1NC(=O)c1cc(S(=O)(=O)N2CCOCC2)ccc1C
 : 4	18	4	12	-0.9	122	0.2	-9	2.5	-0.1	1
> COc1ccc(NC(C)=O)cc1NC(C)C(=O)Nc1cc(C(F)(F)F)ccc1N1CCOCC1 (stereo unspecified)
 : 14	28	-4	-3	-2.7	117	1.4	-3	-0.2	-1.2	-1
> OCCN1CCN(Cc2ccc3ccccc3c2)CC1
 : 12	1	0	-2	-2.5	92	1.0	-3	1.3	2.1	-3
> CCC(C)[C@H]1CN=C(N)N1CCCc1cc(OC)c(OC)c(OC)c1 (stereo partly specified)
 : 13	13	-2	x	-2.2	96	3.3	-16	-5.5	3.1	-16
> O=C(COc1ccc2ccccc2c1)Nc1ccc(Br)cc1C(=O)O
 : 7	-38	-5	10	-1.2	x	-0.7	0	0.6	0.7	-3
> C/C(N)=C(/C#N)C(=O)CSc1nnc(-c2ccc(OC(F)F)cc2)o1
 : 6&2	7&-15	-9&6	0&-33	-1.2&-0.3	80*!	1.3&0.8	-3&1	0.7	-0.1	7
> COc1ccc(C(=O)N[C@H](C(=O)NCCCSc2ccccc2)C(C)C)cc1
 : 9	-1	-1	42	-1.8	124	3.8	-5	-2.6	-2.7	5
> COc1ccc(NC2CC(=O)N(c3cc([N+](=O)[O-])ccc3C)C2=O)cc1 (stereo unspecified)
 : 5	x	1	27	-1.0	117	2.5	-3	2.2	-0.4	250
> COc1ccc(NC(=O)CN(C)S(=O)(=O)c2cnc[nH]2)cc1OC
 : 8	22	-3	7	-1.7	95	1.3	-1	-1.1	-1.8	292
> CCN(C[C@H]1N[C@@](Cc2ccccc2)(C(=O)OC)[C@H]2C(=O)N(C)C(=O)[C@@H]12)S(=O)(=O)c1ccc(OC(F)(F)F)cc1
 : 3	-12	-2	7	-0.6	99	0.4	1	1.9	-1.4	2
> Cc1noc(C)c1S(=O)(=O)N1CCC(C(=O)c2ccccc2)CC1
 : 6	4	0	51	-1.3	99	1.8	-4	1.9	2.3	40
> COc1nc(N2CCOCC2)nc(C)c1[N+](=O)[O-]
 : 7	-4	-4	10	-1.4	x	1.8	2	3.8	2.4	-9
> N#C/C(=C\c1ccc(O)c(O)c1)C(=O)NCc1ccccc1
 : -4	4	-6	13	0.8	x	0.7	-3	-1.4	0.0	x
> CN(C(=O)c1ccccc1)C1c2c(ccc3ccccc23)OCC1CO (stereo unspecified)
 : -1	15	7	-15	0.2	99	1.4	8	0.1	-0.7	8
> O=C(CCn1c(=O)c2cccn2c2ccc(F)cc21)NCc1cccc(F)c1
 : 3	-41	-3	6	-0.6	71	1.8	-1	3.7	1.4	46
> O=C(Nc1nccs1)c1cccc(NC(=O)C2CC2)c1
 : 9	-3	5	-1	-1.6	109	1.9	3	0.7	1.2	265
> O=C(NC(=S)N1CCc2ccccc21)C1CCC1
 : 9	-28	-1	-22	-1.9	96	1.9	-4	4.0	-0.1	-10
> Cc1cc(NS(=O)(=O)c2ccc(NC(=O)C(C(C)C)N3C(=O)c4ccccc4C3=O)cc2)nc(C)n1 (stereo unspecified)
 : -6	-34	1	-10	1.0	89	0.2	-6	0.3	-0.3	-2
> Cc1ccc2cc(CCNC(=O)CCCc3ccccc3)c(=O)[nH]c2c1
 : 9	6	7	-12	-1.7	119	1.9	3	0.4	0.0	-22
> COc1ccc(NC(=O)CCS(=O)(=O)c2ccc3c(c2)NC(=O)C(C)S3)cc1OC (stereo unspecified)
 : 14	3	-11	-7	-2.7	x	0.0	-1	1.4	-0.1	3

(cont.)
Molecule,MOR-DOR inv ag,PfHsp90 set2,PKA-R1A activ,Arrestin-AP2 inh,MOR-DOR ag,Pemphigus Ab inh,phage Ecoli inh,Tat export inh,AddAB inh,Ecoli viability,Mot1-301 SUMO
CC(=O)NC(CC(=O)NNC(=O)c1cc2ccccc2cc1O)c1ccccc1 (stereo unspecified),-5,1,-6,-16,1.2,110,2.6,0,3.3,0.9,-10
CCOc1ccc(NS(=O)(=O)c2cc(C(=O)NCCCN3CCOCC3)ccc2C)cc1,-6,x,-7,11,1.4,107,0.4,-1,2.1,-1.1,10
Cc1cccc(C)c1OCCOC(=O)c1n[nH]c2ccccc12,-46,-36,-10,9,8.5,101,4.7,8,-0.6,-1.5,5
CCN(CCCNC(=O)CN(C)S(=O)(=O)c1cccc2nsnc12)c1cccc(C)c1,-9,-19,2,8,1.7,107,2.0,-9,-0.9,-2.2,-9
CC1(C)CC(NCc2ccncc2)CC(C)(C)N1,8,20,-8,13,-1.4,100,3.0,0,4.4,-3.8,6
CC1CCC(=O)N(CCC#N)CC1 (stereo unspecified),9,-21,-5,0,-1.6,96,2.1,5,2.5,-0.7,3
CCN(C(=O)c1cn(CC)c(=O)c2cc(OC)c(OC)cc12)c1ccccc1C,12,-9,-10,4,-2.3,104,0.8,12,2.6,-1.2,-3
O=[N+]([O-])c1cc(S(=O)(=O)N2CCCC2)ccc1NN=C1CCCC1,-29,-16,2,-37,5.5,102,0.9,-5,0.4,0.8,-2
COc1ccc(/C=C2\SC(=S)N(NS(=O)(=O)c3ccc(C)cc3)C2=O)c(OC)c1,2,-25,3,0,-0.3,111,-1.5,0,0.2,-0.7,-2
Cc1cccc(NC(=S)NC2CC3CCCC(C2)N3Cc2ccco2)c1 (stereo unspecified),17,12,-5,47,-3.6,102,3.8,8,5.1,1.1,6
CCNC(=S)N1CCN(c2ccccc2OCC)CC1,11,2,-2,1,-2.3,102,5.7,24,4.3,1.5,-10

Arranged by number of heavy atoms (largest number first): 3 of the compounds above.
Molecule,MOR-DOR inv ag,PfHsp90 set2,PKA-R1A activ,Arrestin-AP2 inh,MOR-DOR ag,Pemphigus Ab inh,phage Ecoli inh,Tat export inh,AddAB inh,Ecoli viability,Mot1-301 SUMO
CCOc1ccc(NS(=O)(=O)c2cc(C(=O)NCCCN3CCOCC3)ccc2C)cc1,-6,x,-7,11,1.4,107,0.4,-1,2.1,-1.1,10
Cc1cccc(NC(=S)NC2CC3CCCC(C2)N3Cc2ccco2)c1 (stereo unspecified),17,12,-5,47,-3.6,102,3.8,8,5.1,1.1,6
CCNC(=S)N1CCN(c2ccccc2OCC)CC1,11,2,-2,1,-2.3,102,5.7,24,4.3,1.5,-10

Only MOR-DOR ag and AddAB inh, for three of the compounds above:
canonical_smiles	MOR-DOR ag	AddAB inh
CCN(CCCNC(=O)CN(C)S(=O)(=O)c1cccc2nsnc12)c1cccc(C)c1	1.7	-0.9
CC1(C)CC(NCc2ccncc2)CC(C)(C)N1	-1.4	4.4
CC1CCC(=O)N(CCC#N)CC1 (stereo unspecified)	-1.6	2.5
